All columns: NCI-60 one-dose screen, growth in % after 48 h at 10 µM unless noted; 100 = growth as untreated, 0 = no growth, -100 = all killed.
SNB-19: SNB-19 CNS cancer cells; actives 2.5% (n = 81,000); AID 1794751
SNB-75: SNB-75 CNS cancer; actives 5% (n = 79,000); AID 1794750
HT29: HT29 colon cancer | actives 7.4% (n = 81,000) | AID 1794748
SW-620: SW-620 colon cancer; actives 5.2% (n = 82,000); AID 1794795
SF-268: SF-268 CNS cancer cells. actives 3.1% (n = 82,000). AID 1794759
HCC-2998: HCC-2998 colon cancer. actives 4.7% (n = 79,000)
HCT-15: HCT-15 colon cancer; actives 5.2% (n = 82,000)
KM12: KM12 colon cancer cells; actives 5% (n = 82,000); AID 1794800
HCT-116: HCT-116 colon cancer; actives 7.3% (n = 82,000)
* hit, by the source's call; . = not tested or not shown; & = joins results of further samples; [ ] = remark or other dose. The calls were made as follows: active = growth percent below 10; inactive = the rest. The list is partial; count on the stated rates, not on these rows.

SMILES	SNB-19	SNB-75	HT29	SW-620	SF-268	HCC-2998	HCT-15	KM12	HCT-116
CC1CCCCC12C(=O)NC(=O)NC2=O (stereo unspecified)	105&110	86&86	98&100	107&103	100&105	101&113	106&102	102&110	94&104
Nc1cc(Cl)ccc1Cl	104	85	112	97	104	102	118	101	105
O=P(Oc1ccccc1)(Oc1ccccc1)Oc1ccccc1Cl	101	92	96	105	97	113	100	106	91
c1ccc([As]=[As]c2ccccc2)cc1 (stereo unspecified)	21	14	-83*	-68*	-40*	0.9*	-86*	9.7*	-99*
Clc1ccc(NC2=NCCS2)cc1Cl	99	74	96	104	101	108	99	95	97
COC(=O)c1cc(C(=O)OC)cc(N(CCCl)CCCl)c1	99	77	89	92	95	99	97	97	93
COC(=O)[C@H](Cc1c[nH]c2ccccc12)NC(=O)[C@@H](OC)[C@@H]1Cc2cc3cc(OC4CC(OC5CC(O)C(O)C(C)O5)C(O)C(C)O4)c(C)c(O)c3c(O)c2C(=O)[C@H]1OC1CC(OC2CC(OC3CC(C)(O)C(O)C(C)O3)C(O)C(C)O2)C(O)C(C)O1 (stereo partly specified)	7.1*	-88*	5.0*	7.0*	-10*	-47*	16	0.4*	3.7*
CCOC(=S)S	108	100	105	90	99	81	105	110	96
CNCCc1ccc(OC)c(OC)c1	101	107	107	106	101	.	101	104	105
CNC(=O)Oc1cccn(C(=O)NC)c1=O	107	106	112	95	95	103	101	97	92
Cc1ccc(N)cc1C	112	96	79	114	96	92	108	100	104
O=C(N1CCCCCC1)N1CC1	100	106	108	107	96	103	106	106	102
Cc1ccc(S(=O)(=O)C(Cl)(Cl)Cl)cc1	102	82	89	99	97	107	100	101	87
O=C1NC2(CCNCC2)Nc2ccccc21	96	83	98	102	106	103	113	105	100
C(=NC1CCCCC1)=NC1CCCCC1	84&103	80&87	92&101	89&106	88&108	88&105	108	96&109	81&94
CN(C)c1ccc(C=C2C(=O)NC(=S)NC2=O)cc1	109&97	100&89	93&103	95	99&108	103&98	116&96	120&99	104&106
CC1=C2CCC3C(CCC4(C)C(O)CCC34)C2CCC1=O (stereo unspecified)	99	98	91	106	97	104	104	99	103
S=P(N1CCOCC1)(N1CC1)N1CC1	104	93	101	99	86	119	102	88	111
C[C@]12CCC(=O)CC1CC[C@@H]1C2CC[C@@]2(C)C1CC[C@@H]2OC(=O)CC[Se][Se]CCC(=O)O[C@H]1CCC2[C@@H]3CCC4CC(=O)CC[C@]4(C)C3CC[C@@]21C (stereo partly specified)	77	109	83	122	94	108	97	103	95
CCN(CC)CCOc1c(C(C)C)cccc1C(C)C	106	85	95	106	107	102	98	99	95
CCCCN1CCc2ccccc2C1	101	94	101	101	99	95	96	94	99
Oc1c(F)c(F)c(F)c(F)c1F	103	85	88	99	95	108	105	99	77
CCCC(C)C1(CC)C(=O)NC(=S)NC1=O (stereo unspecified)	107	93	103	97	99	100	107	109	102
COC(=O)c1ccc(OC)c(OC)c1	101	105	104	104	99	102	112	103	109
COCOC1CCC2C3CCC4=CC(=O)CCC4=C3C=CC12C (stereo unspecified)	110	92	118	113	106	114	103	109	100
COc1cccc(C=C(C#N)C#N)c1	106	.	106	107	99	110	106	104	107
O=[N+]([O-])c1ccc(O)c([N+](=O)[O-])c1 (tested in a mixture with another compound)	97	85	107	100	104	.	102	103	105
N#CC(C#N)=Cc1ccc(C#N)cc1	103	.	110	106	99	109	99	107	103
O=[N+]([O-])/C=C/c1ccccc1Cl	106	92	100	112	103	106	100	99	92
O=C1Nc2ccccc2Oc2ccc(S(=O)(=O)CC3CS3)cc21 (stereo unspecified)	93	97	105	100	102	110	90	100	104
CN(C)c1n[nH]c(N)n1	102	78	106	105	106	101	117	104	94
N/N=C(N)/C(N)=N/N	108	93	104	108	102	103	103	107	107
C[N+](C)(C)Cc1ccccc1	101	116&90	114&101	105&106	108&117	102	121&95	107&115	98&102
C[C@]12CCC(=O)C=C1CCC1C2CC[C@]2(C)C(=O)/C(=C/c3cnc[nH]3)CC12 (stereo partly specified)	103	110	104	112	111	108	102	103	100
CC1=C(CNO)C2=C(C)C3(CC3)[C@@](C)(O)C(=O)C2=C1	4.3*	-59*	41	66	0.8*	-33*	12	70	2.0*
CN1[C@@H](CC(=O)c2ccccc2)CCC[C@H]1CC(=O)c1ccccc1	98	91	108	112	102	126	97	110	101
C=CC1CN2CCC1CC2C(O)c1ccnc2ccccc12 (stereo unspecified)	124	124	115	112	120	.	116	115	110
COc1ccc(C(=O)O)cc1OC	99	96	99	114	104	105	105	112	99
CC(=O)Oc1ccc(/C=C/c2cc(OC(C)=O)cc(OC(C)=O)c2)cc1	86	73	82	86	83	86	83	70	92
O=C1NC(=S)NC(=O)C1=Cc1ccccc1	107	86	139	96	110	106	100	109	107
CCN1C(=O)NC(=O)/C(=C/N(CCO)CCO)C1=O	98	78	102	96	111	123	102	112	116
O=C1NC(=O)C(=Cc2cccn2CCCCCn2c3ccccc3c(=O)c3ccccc32)C(=O)N1	101	101	103	105	102	105	93	103	82
C[n+]1c(/C=C/c2ccc(N(CCCl)CCCl)cc2)sc2ccccc21	61	74	41	23	58	84	82	75	48
Clc1ccc(NC2OOC3(OOC2Nc2ccc(Cl)cc2)C2CC4CC(C2)CC3C4)cc1 (stereo unspecified)	97	.	86	85	78	110	82	74	78
COC1=CC(=O)OC(CCc2ccc3c(c2)OCO3)C1 (stereo unspecified)	103	96	97	102	101	132	103	109	106
CCCN1C(=O)NC(=O)C(CC)(N2C(=O)c3c(F)c(F)c(F)c(F)c3C2=O)C1=O (stereo unspecified)	-95*	-52*	-67*	-93*	-82*	-87*	-52*	-96*	-78*
CCSC[C@H]1C[C@](O)(c2cn(S(=O)(=O)c3ccc(C)cc3)c3ccccc23)C(=O)O1	118	94	106	100	96	71	92	101	85
CC(C)[C@H](NC(=O)c1cn(CCC2CCCCC2)c2ccccc12)C(N)=O	100	76	82	94	80	96	79	99	82
NC1CCc2cc(O)c(O)cc2C1 (stereo unspecified)	98	83	40	93	104	46	42	98	58
C[C@H](N)[C@H](O)c1ccccc1	95&100	93&117	108&99	102&110	100&128	101&104	104&96	131	103&103
O/N=C(Cl)/C(Cl)=N/O	102	110&108	106&101	99&113	103&99	108	101&107	102&100	106&104
CC(C)=CCc1c(O)c(C(=O)CC(C)C)c(O)c2c(-c3ccccc3)cc(=O)oc12	42	81	67	49	52	42	30	41	37
CC(O)c1cccc(Br)c1 (stereo unspecified)	113	93	111	110	107	118	115	100	103
CC1(C)N=C(N)N=C(N)N1c1cccc(CCCCc2ccc(Cl)c(S(=O)(=O)F)c2)c1	46	62	13	31	36	35	67	22	18
CC[C@@]1(O)C[C@H](OC2CC(N(C)C)C(O)C(C)O2)c2c(O)c3c(c(O)c2[C@H]1OC1CC(N(C)C)C(O)C(C)O1)C(=O)c1cccc(O)c1C3=O (stereo partly specified)	5.6*	-95*	-39*	-0.5*	-19*	-84*	-50*	-50*	-3.8*
CC(=O)O[C@H]1CCC2(C)C(=CCC3C2CCC2(C)/C(=N/OC(=O)c4ccc(N(CCCl)CCCl)cc4)CCC32)C1 (stereo partly specified)	38	22	33	84	5.4*	80	55	48	9.0*
CC(C)(N)Cc1ccccc1Cl	96	92	100	97	112	94	113	105	98
O=P(O)(O)c1ccccc1	102	.	108	110	105	112	101	116	103
S=C=Nc1ccc(I)cc1	103	82	106	104	102	115	104	108	108
C/C(=N\N=C(N)N)c1ccccc1	100	88	101	102	.	109	104	97	97
Continuation:
SMILES	SNB-19	SNB-75	HT29	SW-620	SF-268	HCC-2998	HCT-15	KM12	HCT-116
CN(C)c1ccc(C=C(C#N)C#N)cc1	.	112	118	121	94	101	102	109	94
COc1cc(C#N)cc2nc(-c3ccc4c(c3)OCO4)oc12	99	78	106	101	93	105	92	99	88
S=C(SSC(=S)N1CCCCC1)N1CCCCC1	93	51[100 µM]	104	95	101	109	90	102	85
C[C@]12CCc3sc(Nc4ncccn4)nc3C1=CC[C@@H]1[C@@H]2CC[C@]2(C)C(=O)CC[C@@H]12	99	96	123	106	97	113	109	105	98
O=C(O)C(Cl)(Cl)CCl	104	.	105	110	102	111	99	106	99
O=C1NC(=O)C(F)C(O)N1 (stereo unspecified)	100	95	83	108	103	70	96	109	100
CCCCCN(CCCCC)CC(O)c1cc(Cl)ccc1OC (stereo unspecified)	57	85	12	25	42	17	31	30	4.1*
CN(C)C1CCc2[nH]c3c(F)cc(F)cc3c2C1 (stereo unspecified)	93	81	95	99	104	99	100	98	102
COc1ccc(CC(C)NCC(O)c2ccc(O)c(O)c2)cc1 (stereo unspecified)	103	74	98	112	95	94	107	100	98
O=C(CCl)c1ccc(O)cc1	91	90	56	38	83	109	46	101	37
Nc1c(C(=O)c2ccccc2)sc2nc3c(cc12)N1CCC3CC1	95	91	88	98	94	115	85	95	103
Cc1ccc(C(Cc2ccccc2)N2CCCC(C)C2)cc1 (stereo unspecified)	101	103	69	102	99	105	96	99	85
Cc1cc(N(CCCl)CCCl)ccc1/C=N\NC(=O)c1ccncc1	106	87	98	.	71	107	89	96	79
CN[C@]1(c2ccccc2Cl)CCCC[C@H]1NCCCc1ccccc1	96	89	90	100	97	101	99	103	90
CCOP(=O)(OCC)C(C#N)OC(C)(C)C (stereo unspecified)	129	100	108	96	103	102	114	96	117
CCC1CN1CCCCN1CC1CC (stereo unspecified)	99	82	98	105	103	100	88	106	99
CCNC(C)Cc1ccccc1 (stereo unspecified)	105	92	97	109	99	103	101	102	90
COC(=O)[C@@]1(C)CC[C@]2(C)CC[C@]3(C)C4=CC=C5C(=CC(=O)C(O)=C5C)[C@]4(C)CC[C@@]3(C)[C@@H]2C1	-94*	-79*	-74*	-83*	-83*	-70*	-84*	-63*	-96*
CNC(=O)Oc1coc(CCl)cc1=O	105	96	59	116	106	107	93	68	97
C[N+]1([O-])C2CCC1CC(OC(=O)C(O)c1ccccc1)C2 (stereo unspecified)	101	76	104	88	99	.	101	109	97

A section of the results above, as a working copy:
SMILES	SNB-19	SNB-75	HT29	SW-620	SF-268	HCC-2998	HCT-15	KM12	HCT-116
COc1ccc(CC(C)NCC(O)c2ccc(O)c(O)c2)cc1 (stereo unspecified)	103	74	98	112	95	94	107	100	98
O=C(CCl)c1ccc(O)cc1	91	90	56	38	83	109	46	101	37
Nc1c(C(=O)c2ccccc2)sc2nc3c(cc12)N1CCC3CC1	95	91	88	98	94	115	85	95	103
Cc1ccc(C(Cc2ccccc2)N2CCCC(C)C2)cc1 (stereo unspecified)	101	103	69	102	99	105	96	99	85
Cc1cc(N(CCCl)CCCl)ccc1/C=N\NC(=O)c1ccncc1	106	87	98	.	71	107	89	96	79
CN[C@]1(c2ccccc2Cl)CCCC[C@H]1NCCCc1ccccc1	96	89	90	100	97	101	99	103	90
CCOP(=O)(OCC)C(C#N)OC(C)(C)C (stereo unspecified)	129	100	108	96	103	102	114	96	117
CCC1CN1CCCCN1CC1CC (stereo unspecified)	99	82	98	105	103	100	88	106	99
CCNC(C)Cc1ccccc1 (stereo unspecified)	105	92	97	109	99	103	101	102	90
COC(=O)[C@@]1(C)CC[C@]2(C)CC[C@]3(C)C4=CC=C5C(=CC(=O)C(O)=C5C)[C@]4(C)CC[C@@]3(C)[C@@H]2C1	-94*	-79*	-74*	-83*	-83*	-70*	-84*	-63*	-96*
CNC(=O)Oc1coc(CCl)cc1=O	105	96	59	116	106	107	93	68	97
C[N+]1([O-])C2CCC1CC(OC(=O)C(O)c1ccccc1)C2 (stereo unspecified)	101	76	104	88	99	.	101	109	97

Further structures
SMILES	SNB-19	SNB-75	HT29	SW-620	SF-268	HCC-2998	HCT-15	KM12	HCT-116
O=C(O)c1cc(CBr)ccc1O	.	106	103	108	102	107	99	103	105
O=c1c2ccccc2[nH]c(=S)n1-c1cccc(C(F)(F)F)c1	111	61	99	98	96	99	99	102	104
O=C1OCCC1Br (stereo unspecified)	104	90	97	103	108	102	99	108	103
CC(=O)NC(NP(=O)(N(C)C)N(C)C)C(Cl)(Cl)Cl (stereo unspecified)	106	100	127	109	115	99	105	106	97
C[C@@H]1C[C@H]2C(=CC1=O)CC[C@@H]1[C@@H]2CC[C@]2(C)[C@@H](O)CC[C@@H]12	96	91	99	100	101	105	101	109	92
N#C/C=C/C#N	109	94	115	119	110	107	105	113	105
CC/C(=C\c1ccc(C(C)(C)C)cc1)[N+](=O)[O-]	106	99	101	113	107	103	106	105	85
CC1=C(CN)C2=C(C)C3(CC3)[C@@](C)(O)C(=O)C2=C1	83	58	94	91	72	92	96	101	90
C1CCN(C2CCNCC2)C1	101	86	97	103	103	100	95	106	106
NC1(c2cn(-c3cccc(Cl)c3)nn2)CCCCC1	94	65	92	98	92	105	103	100	103
CC(COC(=O)NCc1ccc(Cl)cc1)OC(N)=O (stereo unspecified)	110	85	89	106	99	110	102	108	93
NCCc1ccccn1	110&108	108&89	102&104	107&99	108&109	108&97	102&104	107&99	101&102
C=C[Si]12OCCN(CCO1)CCO2	105	99	102	103	105	97	100	102	104
N#CC1=C(C#N)C(=O)C(Cl)=C(Cl)C1=O	100	97	105	106	111	106	101	114	100
CCCCCC(C)NC(=O)CCl (stereo unspecified)	107	75	90	98	109	103	95	108	95
CC[C@H](C)[C@H](NC(=O)C12C3C4C1C1C2C3C41NC(C)=O)C(=O)N(C)[C@H](C[C@@H](OC(C)=O)c1nc(C(=O)N[C@@H](Cc2ccccc2)C[C@H](C)C(=O)OC)cs1)C(C)C (stereo partly specified)	56	39	4.5*	21	27	24	25	15	6.1*

High-throughput results from PubChem.
